GPR151 ag: activators of human GPR151, primary screen, cell-based, PathHunter beta-arrestin, luminescence; PathHunter beta-arrestin GPR151 cells; G-protein coupled receptor 151 (Homo sapiens), Q8TDV0; AID 1508602, 2020; 650,000 compounds, 1% hits; activation, % at 11.2 µM; in the data active = activation above about 4.9%;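 note: 0% = median of compound wells and 100% = cells with positive control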
Target sequence (Q8TDV0 whole entry, looked up): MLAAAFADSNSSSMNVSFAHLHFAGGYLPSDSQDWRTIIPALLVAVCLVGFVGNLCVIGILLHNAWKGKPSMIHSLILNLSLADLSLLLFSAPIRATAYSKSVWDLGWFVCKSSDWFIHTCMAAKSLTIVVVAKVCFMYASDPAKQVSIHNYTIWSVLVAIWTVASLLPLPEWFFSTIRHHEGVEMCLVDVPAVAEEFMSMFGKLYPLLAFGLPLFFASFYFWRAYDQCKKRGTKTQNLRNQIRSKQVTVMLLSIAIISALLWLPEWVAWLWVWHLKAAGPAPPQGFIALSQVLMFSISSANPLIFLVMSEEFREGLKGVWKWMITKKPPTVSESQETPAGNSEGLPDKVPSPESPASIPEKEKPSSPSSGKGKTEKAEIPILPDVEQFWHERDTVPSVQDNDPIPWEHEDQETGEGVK
TEAD-YAP block: TEAD-YAP interaction inhibition, primary screen, TEAD-YAP interaction inhibitor project, luminescence, HEK-TIYL cells | TEAD-Gal4/YAP UAS-luciferase luminescence | AID 1259422, 2018 | inhibition, % at 9.12 µM | 640,000 compounds, 1.4% hits; in the data active = inhibition above about 32%;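 note: 0% = median of test compound wells and 100% = reference inhibitor wells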
MITF primary: MITF inhibitors, primary screen, biochemical, AlphaScreen, human; Microphthalmia-associated transcription factor (Homo sapiens), O75030; AlphaScreen MITF homodimerization, bead proximity signal; inhibition, % at 2.6 µM; 650,000 compounds, 0.91% hits; AID 1259374, 2018; in the data active = inhibition above about 50%;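 note: 0% = vehicle wells with protein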
Target sequence (O75030 whole entry, looked up): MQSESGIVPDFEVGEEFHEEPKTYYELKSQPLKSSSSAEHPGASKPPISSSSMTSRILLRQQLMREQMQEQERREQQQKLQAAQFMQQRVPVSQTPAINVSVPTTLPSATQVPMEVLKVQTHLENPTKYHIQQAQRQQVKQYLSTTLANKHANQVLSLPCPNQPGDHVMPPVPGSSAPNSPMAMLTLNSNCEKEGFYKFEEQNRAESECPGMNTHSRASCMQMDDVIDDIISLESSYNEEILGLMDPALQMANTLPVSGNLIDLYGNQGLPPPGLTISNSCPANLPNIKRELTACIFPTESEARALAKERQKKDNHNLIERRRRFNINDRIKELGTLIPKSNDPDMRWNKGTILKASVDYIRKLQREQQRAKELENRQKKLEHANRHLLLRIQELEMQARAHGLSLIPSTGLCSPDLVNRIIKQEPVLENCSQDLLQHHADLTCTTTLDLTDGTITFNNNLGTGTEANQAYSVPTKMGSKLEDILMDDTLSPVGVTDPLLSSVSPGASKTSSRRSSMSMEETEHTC
FBW7 act: FBW7 E3 ligase activators, primary screen, biochemical, AlphaScreen, human; F-box/WD repeat-containing protein 7 (Homo sapiens), Q969H0; AlphaScreen FBW7–phospho-cyclin E peptide binding, activator screen; normalized activity (activation), % at 26.1 µM; 650,000 compounds, 0.13% hits; in the data active = normalized activity above about 1.9%;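 note: purified mutant Fbw7 with reduced substrate affinity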
Numbers without * were called inactive.

compound,GPR151 ag,TEAD-YAP block,MITF primary,FBW7 act
CCOC(=O)CC(=O)CSc1nc(N)c(C#N)c(-c2cccs2)c1C#N,-1.7,1,-10,-0.1
c1csc(-c2nc3cnccn3c2NCc2ccc3c(c2)OCO3)c1,-1.5,-18,-3,0.1
CCOc1ccc(N2C(=O)N(c3ccc(Cl)c(Cl)c3)C3CS(=O)(=O)CC32)cc1 (configuration not stated),1.0,3,0,-0.1
Cc1cccc(C)c1NC(=O)CN(c1cc(C(F)(F)F)ccc1Cl)S(C)(=O)=O,-2.0,-14,-3,0.1
Cc1ccc(C(=O)Nc2sc3c(c2C(=O)Nc2ccc(Cl)cc2)CCC(C)C3)cc1 (configuration not stated),0.7,-11,12,0.1
O=C1CC(N2CCSCC2)C(=O)N1c1ccc(F)cc1 (configuration not stated),-0.1,9,7,0.2
Cc1ccc(Oc2coc3cc(OCC(=O)Nc4ccccc4)ccc3c2=O)cc1,0.4,-1,5,-0.1
O=[N+]([O-])c1ccc2nc(N3CCN(Cc4ccc5c(c4)OCO5)CC3)sc2c1,-0.4,10,12,0.0
COCCNC(=S)N/N=C(\C)c1ccc2c(c1)Cc1ccccc1-2,-1.4,-24,-2,0.5
NC(=O)c1ccc(NC2CCCC2)c([N+](=O)[O-])c1,1.5,-7,8,0.0
O=[N+]([O-])c1ccc(Oc2cccc(F)c2)c2ccncc12,1.5,-2,-12,-0.1
COc1ccc(CCN=C(N)Cn2cnc3c2c(=O)n(C)c(=O)n3C)cc1OC,-0.2,3,11,0.4
N#C/C(=C\c1c2ccccc2c(Cl)c2ccccc12)C(N)=O,2.0,22,0,-0.2
COc1ccc(OC)c(NC(=O)Cc2coc3cc(C)cc(C)c23)c1,0.2,9,13,-0.1
O=C(CSc1ccc2nnc(-c3ccncc3)n2n1)Nc1cccc(C(F)(F)F)c1,-0.1,1,-5,-0.2
O=C(NCC1CCCO1)C(=O)Nc1nccs1 (configuration not stated),1.9,-6,99*,0.0
O=C(CSc1c[nH]c2ccccc12)NCc1ccccc1,-0.4,12,6,-0.1
COc1ccccc1-n1c(SCc2ccccc2)nc2ccccc2c1=O,-0.2,3,3,0.0
Cc1ccc(O)c(NC2=CC(=O)CC(C)(C)C2)c1,-0.9,-2,9,0.2
Cc1nnc2n1Nc1nc3ccccc3nc1S2,-1.7,-11,-14,0.1
Fc1ccc(N2CCN(Cc3ccccn3)CC2)cc1,0.5,0,63*,-0.5
O=[N+]([O-])c1ccccc1CN1CCC(N2CCN(c3ccccc3F)CC2)CC1,-0.7,5,47,-0.4
O=S(=O)(c1ccccc1)N1CCCCC1,-1.4,2,-5,-0.1
N#CC1=C(SCC(=O)NC2CC2)NC2=C(C(=O)CCC2)C1c1ccco1 (configuration not stated),1.9,-1,0,0.0
COCCn1c(=NC(=O)C(C)C)sc2cc(C)ccc21,3.2,10,6,0.1

Complete entries, looked up by structure. Order of screens: GPR151 ag | TEAD-YAP block | MITF primary | FBW7 act
COc1ccccc1-n1c(SCc2ccccc2)nc2ccccc2c1=O is listed with -0.2 | 3 | 3 | 0.0
Cc1ccc(O)c(NC2=CC(=O)CC(C)(C)C2)c1 is listed with -0.9 | -2 | 9 | 0.2
O=[N+]([O-])c1ccc2nc(N3CCN(Cc4ccc5c(c4)OCO5)CC3)sc2c1 is listed with -0.4 | 10 | 12 | 0.0
O=C(CSc1c[nH]c2ccccc12)NCc1ccccc1 is listed with -0.4 | 12 | 6 | -0.1
O=C1CC(N2CCSCC2)C(=O)N1c1ccc(F)cc1 (configuration not stated) is listed with -0.1 | 9 | 7 | 0.2

Carrying on:
compound,GPR151 ag,TEAD-YAP block,MITF primary,FBW7 act
COc1ccc(CCC(=O)Nc2ccc(-c3nc(C)no3)cc2)cc1,-1.2,7,13,0.2
C=CCNc1c(Cc2ccccc2)c(C)nc2ncnn12,-0.6,16,8,0.9
Cc1[nH]c2ccc(Br)cc2c(=O)c1CN1CCOCC1,-1.3,-1,10,0.8
O=C(CN1CCCC1)Nc1nc(-c2ccc3c(c2)CCN3C(=O)C2CC2)cs1,0.7,-35,5,0.0
CCOC(=O)C1=C(C)N=c2s/c(=C/c3cc(OC)c(OC)cc3OC)c(=O)n2C1c1cccs1 (configuration not stated),1.2,5,1,0.1
CC(=O)Oc1cccc(/C=C2\C=C(c3ccc(Cl)cc3)OC2=O)c1,2.4,10,3,-0.6
COc1ccc(F)cc1S(=O)(=O)N1CCN(c2cc(N3CCOCC3)ncn2)CC1,1.9,0,-6,0.2
CSc1nnc(CN(C)Cc2ccnc3ccccc23)n1CC1CCCO1 (configuration not stated),0.9,-2,0,0.0
O=C(NNC(=O)c1c(O)c2ccccc2[nH]c1=O)c1ccccc1[N+](=O)[O-],-0.1,-1,-16,-0.2
Cc1ncsc1CCOC(=O)c1ccccc1,1.8,5,1,0.0
CN1CCC2(CC1)OCc1cc(-c3ccc(C#N)cc3)ccc1O2,3.4,11,-8,0.1
NC(=O)Cn1c(=O)n(CCc2ccccc2)c(=O)c2c3c(sc21)CCCC3,-0.1,-5,-2,-0.1
CCCSc1nnc2c(n1)OC(c1cccnc1)N(C(C)=O)c1ccccc1-2 (configuration not stated),-1.8,4,-8,0.0
CCOC(=O)C1CCN(C(=O)c2cc(-c3ccccc3)n[nH]2)CC1,0.0,-16,1,0.0
O=CN1CCN(C(=O)c2ccc3c(c2)OCO3)CC1,-1.1,2,9,0.1
CCOC(=O)N1CCN(CC(O)COc2ccccc2)CC1 (configuration not stated),-0.5,2,0,0.0
COc1ccccc1NC(=O)[C@@H](NC(=O)c1ccccc1F)C(C)C,-0.5,1,-4,0.3
O=C(O)C1CCCCN1S(=O)(=O)c1ccccc1 (configuration not stated),0.4,13,6,0.1
Cc1cccc(NC(=O)CSc2ncc(-c3ccccc3)n2C)c1,1.5,5,5,-0.1
Cc1cc(C)cc(NC(=O)Cn2ncc3c2-c2ccccc2OC3)c1,2.3,0,-6,-0.2
COc1ccc(C2CC(c3cc(Cl)cc(Cl)c3O)=NN2)c(OC)c1 (configuration not stated),1.3,-19,-5,-0.1
Cc1ccc(N2C(=O)CC(C(C)c3ccccc3)C2=O)c(Br)c1 (configuration not stated),0.3,-7,-5,0.0
COc1cccc(C(=O)Nc2ccc(S(=O)(=O)NCCc3ccccc3)cc2)c1,0.2,21,9,0.5
COc1ccc(NC(=O)c2oc3ccccc3c2NC(=O)CC(C)(C)C)cc1OC,-1.1,-10,-4,0.1
Cn1c(CN2CCC(Oc3cccc(C(=O)N4CCCC4)c3)CC2)nc2ccccc21,0.8,3,-2,0.0

2 records drawn at random from the list so far, as already listed:
compound,GPR151 ag,TEAD-YAP block,MITF primary,FBW7 act
NC(=O)Cn1c(=O)n(CCc2ccccc2)c(=O)c2c3c(sc21)CCCC3,-0.1,-5,-2,-0.1
O=C(CN1CCCC1)Nc1nc(-c2ccc3c(c2)CCN3C(=O)C2CC2)cs1,0.7,-35,5,0.0

Carrying on.
compound,GPR151 ag,TEAD-YAP block,MITF primary,FBW7 act
COc1cc(C(=O)Nc2ccc(O)c(C(=O)O)c2)cc(OC)c1OC,0.0,-3,-11,0.5
COc1ccc(Cl)cc1Nc1ncnc2c1cnn2-c1ccc(Cl)cc1,1.2,14,-1,-0.1
COc1cc(C(=O)Nc2ccc(C)c(Cl)c2)cc(OC)c1OC,0.4,-3,-12,-0.3
CC(=O)c1c(C)n(S(=O)(=O)c2ccc(Cl)cc2)c2ccc(NS(=O)(=O)c3ccc(Cl)cc3)cc12,0.9,-1,-11,-0.1
CCOC(=O)CSc1nc(CC)c(C)cc1C#N,0.1,-31,-5,0.1
Nc1nc(SCC(=O)c2ccc(Cl)cc2)nc2sc3c(c12)CCCCC3,-1.0,9,2,0.4
CN(C(=O)Nc1ccc(Br)cc1)c1ccccc1,-1.2,-11,12,0.1
Cc1ccc(CCN2CC(C(=O)NC3CC3)CC2=O)cc1 (configuration not stated),-0.7,6,4,-0.1
COC(=O)c1ccc(C2Nc3ccc(C(=O)O)cc3C3C=CCC32)cc1 (configuration not stated),0.4,4,75*,-0.9
C=CCNc1ccc2c3c(cccc13)C(=O)N(CC(=O)O)C2=O,0.8,9,-3,0.0
COCCn1c2c(=O)n(C)c(=O)n(C)c2n2c(-c3ccc(OCc4ccccc4)cc3)nnc12,0.7,6,1,-0.1
CCOc1ccc2nc(SCC(=O)Nc3cc(OC)ccc3OC)c(C#N)cc2c1,0.9,-5,-6,0.0
O=C(NCCNC(=O)c1ccc(Br)cc1)c1ccc(Br)cc1,-0.4,-4,-4,0.1
CCN(CC)CCN1C(=O)C2C(C(=O)Nc3ccc(C(C)C)cc3)C3C=CC2(O3)C1C(=O)NC1CCCC(C)C1C (configuration not stated),0.7,-2,3,0.0
CCCCOc1ccc(-c2ccc(C#N)cc2)cc1,-0.6,2,0,-0.1
O=C(O)COc1ccc(-c2nnn(Cc3ccccc3F)n2)cc1,1.0,-1,4,-0.1
CCOC(=O)C(=O)N1CCN(Cc2ccc3c(c2)OCO3)CC1,-1.7,4,21,0.3
Fc1ccccc1CSc1ncnc2c1nnn2Cc1ccccc1,-0.6,10,8,0.5
C/C=N\NC(=O)CNC(=O)CNC(=O)c1ccccc1,-1.2,19,12,1.2
O=C(NCc1ccccc1)C(=O)NCC(c1ccc2c(c1)OCO2)N1CCOCC1 (configuration not stated),2.6,-2,13,0.3
O=C(COc1cccc2ccccc12)Nc1ccc(Cl)c(Cl)c1,-1.1,2,7,0.3
COc1ccc(C2C3=C(CCCC3=O)Nc3nc(-c4ccc(OC)c(OC)c4)nn32)cc1 (configuration not stated),-1.3,-3,14,0.0
CCn1nnnc1SCC(=O)N1CCOCC1,-0.8,14,4,1.0
O=CN1CCN(Cc2ccc(Cl)cc2)CC1,0.8,12,50,0.0
O=C(Nc1ccccc1)NC1(C(=O)NCc2ccco2)CCCCC1,0.2,-48,-2,-0.2

Going on with the list:
compound,GPR151 ag,TEAD-YAP block,MITF primary,FBW7 act
COc1ccc(-c2nc3c(C#N)c[nH]n3c2NC2CCCC2)c(OC)c1,1.7,4,14,0.0
CCCCCCN1C(=O)C(=O)/C(=C(\O)c2ccccc2)C1c1ccccc1OC (configuration not stated),-0.2,-5,10,1.0
CC1CCN(CCCNC(=O)c2n[nH]c(=O)c3ccccc23)CC1,1.2,10,11,0.1
c1ccc(OCCNc2nc(-c3cccs3)nc3nc[nH]c23)cc1,-1.3,12,9,0.3
c1cc2ccc3ncc(-c4ccc(N5CCOCC5)cc4)cc3c2cn1,0.8,-8,8,0.3
CCN(Cc1ccncc1)C(=O)CCc1nnc(CCCCc2ccccc2)o1,0.3,-2,12,-0.1
Cc1cccc(C(=O)Nc2nc(-c3ccccc3)c(-c3ccccc3)s2)c1,-0.5,5,4,-0.1
CCCOc1ccc(N2C(=O)CC(N(CCOC34CC5CC(CC(C5)C3)C4)C(C)=O)C2=O)cc1 (configuration not stated),0.7,1,8,0.1
CCNC(=O)Cc1ccc(Br)cc1,-0.8,-5,2,-0.1
FC(F)(F)c1ccc(-c2n[nH]c(=S)n2-c2cccnc2)cc1,-0.2,16,8,0.7
O=C(Nc1cccc(C(=O)N2CCOCC2)c1)c1ncn[nH]1,-0.1,-8,32,-0.7
Cc1cc(N(CC(=O)NCc2ccccc2C)S(C)(=O)=O)ccc1Br,0.1,5,-15,-0.1
CCOc1ccc(C(=O)NC(=S)Nc2ccc(C(C)=O)cc2)cc1,2.1,4,16,0.6
Clc1ccc(OCCNCc2ccco2)cc1,0.6,-6,42,-0.2
O=[N+]([O-])c1ccc(CSc2nnnn2-c2ccccc2F)cc1,0.0,-4,5,-0.3
Cc1ccn2cc(CCNC(=O)C(C)(C)C)nc2c1,2.3,-41,-7,0.6
CCc1nc2sccn2c(=O)c1C(=O)Nc1ccc(C(C)(C)C)cc1,-0.5,1,2,-0.4
COc1ccc(C2=CC(C3CC3)=C(C#N)C(=C(C#N)C#N)N2)cc1,1.2,-16,11,0.7
Cc1cc(C)nc(/N=C(\N)Nc2cccc(O)c2)n1,-1.4,7,6,0.0
Cn1c(=O)n(Cc2cccc(Cl)c2)c(=O)c2c1nc1n2CCCN1Cc1ccco1,0.3,-3,2,-0.2
O=c1[nH]c(N2CCCC2)nc2c1CN(Cc1ccnc3ccccc13)CC2,-1.3,2,9,0.1
Cc1cccc(NC(=O)C2C3C=CC4(O3)C2C(=O)N(C2CCCCCCC2)C4C(=O)NC2CCCC(C)C2C)c1 (configuration not stated),0.0,0,9,0.1
COc1cc(C(=O)NCC(=O)N/N=C/c2ccccc2O)cc(OC)c1OC,-0.4,1,25,-0.1
COc1ccc(-n2nc3ccc(N)cc3n2)cc1Cl,-1.9,-30,-17,0.1
CCC(CC)C(=O)Nc1ccc(-c2nc3cccnc3s2)cc1C,-1.2,2,12,0.1
CNc1c(-c2nc(-c3ccc(OC)cc3)n[nH]2)nnn1Cc1ccccc1Cl,1.3,46*,13,-0.1
COc1ccc(C(=O)CCNC(Cc2c[nH]c3ccccc23)C(=O)O)cc1 (configuration not stated),2.6,14,12,0.5
